Bioassay records (PubChem)
SNCA viab count = cell viability loss counter-screen; AID 1671193; HEK-293-SNCA-luc viability, GF-AFC fluorescence, 24 h; 150,000 tested, 0.12% active; Potency, µM (series often up to 57.1 µM), for the others: at the top dose activity change, negative = cytotoxicity, usual class: cytotoxic;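 note: potency is the fitted concentration of half-maximal effect; 0% = DMSO-treated cells and -100% = medium-only wells without cells; nearly all actives have a fitted effect of over 30% in size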
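Cytotoxicity counterscreen: after 24 h compound treatment of genome-edited SNCA-luciferase HEK-293 cells, live-cell protease substrate GF-AFC read by fluorescence after 30 min; activity scaled between DMSO (0%) and medium-only (-100%), curves Hill-fitted.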
HEK cytotox = cytotoxic compounds in HEK 293 cells; HEK 293 viability, ATP luminescence (CellTiter-Glo), 48-72 h; Potency, µM (highest dose often 115 µM), without a hit: top-dose activity change, negative = cytotoxicity, hits mostly inhibitors; 94,000 tested, 6.6% active; AID 1345083; note: potency is the fitted concentration of half-maximal effect; nearly all actives have a fitted effect of over 60% in size
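qHTS cytotoxicity; HEK 293, 250 cells/well; compound pinned; 48 or 72 hr, 37 degree Celsius, 5% CO2, 95% humidity; CellTiter-Glo, 10 min RT; luminescence (ATP).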
GPT2 inhibitor = inhibitors of human GPT2 alanine aminotransferase; Potency, µM (top dose mostly 57.7 µM), for the others: at the highest dose activity change, negative = inhibition, most hits filed as inhibitors; Q8TD30; Recombinant GPT2, coupled pyruvate oxidase/HRP Amplex Red fluorescence; 100,000 tested, 0.25% active; AID 1671188; note: potency is the fitted concentration of half-maximal effect; nearly all actives have a fitted effect of over 60% in size; many of its hits are not listed in these tables
Target sequence (Q8TD30 whole entry, looked up): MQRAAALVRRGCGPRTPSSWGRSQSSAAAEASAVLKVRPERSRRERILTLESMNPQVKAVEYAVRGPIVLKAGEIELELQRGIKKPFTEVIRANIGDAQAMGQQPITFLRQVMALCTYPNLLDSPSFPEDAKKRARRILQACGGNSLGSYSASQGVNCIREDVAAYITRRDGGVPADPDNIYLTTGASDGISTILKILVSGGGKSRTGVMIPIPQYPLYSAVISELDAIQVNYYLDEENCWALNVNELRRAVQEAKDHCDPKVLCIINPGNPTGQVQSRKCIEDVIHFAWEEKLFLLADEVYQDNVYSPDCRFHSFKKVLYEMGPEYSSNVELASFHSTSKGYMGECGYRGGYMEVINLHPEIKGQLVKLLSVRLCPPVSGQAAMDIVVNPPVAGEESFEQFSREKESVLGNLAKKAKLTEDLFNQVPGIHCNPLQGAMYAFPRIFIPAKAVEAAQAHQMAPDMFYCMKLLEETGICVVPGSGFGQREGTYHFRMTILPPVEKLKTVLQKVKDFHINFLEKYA
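GPT2 10ng/uL, a-KG 250uM, L-Ala 2mM, HEPES pH7.5 + 0.0001% Tween; 30 min RT. Then Amplex mix (PO/HRP/ThPP), 30 min RT dark, fluorescence. AOA 50uM used as positive control.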
IP6K1 inh = blocks human inositol hexakisphosphate kinase 1 | Q92551 | IP6K1 kinase, ADP-Glo luminescence, 2 h; hits give low values | activity change, % (series mostly up to about 58 µM) | 140,000 tested, 0.81% active | AID 1645851; in the data active = activity change below about -25%
Target sequence (Q92551 whole entry, looked up): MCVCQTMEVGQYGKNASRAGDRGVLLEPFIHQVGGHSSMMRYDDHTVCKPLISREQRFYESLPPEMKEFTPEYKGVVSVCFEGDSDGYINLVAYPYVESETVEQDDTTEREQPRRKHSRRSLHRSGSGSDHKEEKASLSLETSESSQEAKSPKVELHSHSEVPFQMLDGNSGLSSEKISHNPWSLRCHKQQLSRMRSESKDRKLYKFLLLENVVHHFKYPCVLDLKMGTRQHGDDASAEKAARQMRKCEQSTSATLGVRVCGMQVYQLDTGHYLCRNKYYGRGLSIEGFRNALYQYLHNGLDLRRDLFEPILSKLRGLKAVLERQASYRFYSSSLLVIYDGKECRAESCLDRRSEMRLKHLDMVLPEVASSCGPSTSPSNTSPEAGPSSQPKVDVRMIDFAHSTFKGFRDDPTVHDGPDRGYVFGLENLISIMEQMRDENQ
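ADP-Glo luminescence measures ADP made by human IP6K1 during a 2 h RT reaction with ATP/IP6 (mix at 1.3 mM/130 uM); top library doses 57.5 and 19.1 uM final.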
NIH3T3 tox = cytotoxic compounds in NIH 3T3 cells. Potency, µM (titrated, usually from 96.7 µM), for the others: top-dose activity change, negative = cytotoxicity, hits mostly inhibitors. AID 1345082. NIH 3T3 viability, CellTiter-Glo ATP luminescence, 48-72 h. 94,000 tested, 4.3% active; note: potency is the fitted concentration of half-maximal effect; nearly all actives have a fitted effect of over 55% in size
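Cells were seeded at 400 per well, treated with pin-transferred compound, and kept 48 or 72 hr at 37 °C before CellTiter-Glo addition and luminescence imaging of cellular ATP.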
FLuc inh = blocks purified firefly luciferase enzyme activity; 76,000 tested, 2.5% active; P08659; Potency, µM (series often up to 115 µM), for inactives: top-dose activity change, negative = inhibition, usual class: inhibitors; purified P. pyralis luciferase, luminescence, biochemical; AID 1347043; note: potency is the fitted concentration of half-maximal effect; nearly all actives have a fitted effect of over 65% in size
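Cell-free enzyme assay, 10nM P. pyralis luciferase, luciferin and ATP each at 10uM. Inhibition profiled over a 6-point titration, read as luminescence.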
SNCA expr inh = inhibitors of alpha-synuclein (SNCA) gene expression; Potency, µM (titrated, usually from 57.2 µM), inactives show top-dose activity change, negative = inhibition, usual class: inhibitors; HEK-293 SNCA-luciferase knock-in, luminescence, 24 h; 140,000 tested, 0.17% active;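 note: potency is the fitted concentration of half-maximal effect; plate controls were DMSO cells for no effect and cell-free wells for full effect; nearly all actives have a fitted effect of over 45% in size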
The depositor's hits bear a star; i = inactive; ? = inconclusive; . = not tested or not shown; [ ] = another dose, or the depositor's remark. Unless noted, calls come from the whole dose curve; as a rule, active = well fitted curve in the direction sought with a large enough effect; inconclusive = small, poorly fitted or top-dose-only effect, or another doubt; inactive = no such curve, though single readings can be large; an effect the other way counts as inactive or inconclusive. Unless noted, % is set by controls: 0 for no effect and ±100 for the full control effect. These rows are one share of the data, so the mix of outcomes need not match the whole.

SMILES	SNCA viab count	HEK cytotox	GPT2 inhibitor	IP6K1 inh	NIH3T3 tox	FLuc inh	SNCA expr inh
Cc1cccc(N2CCN(C(=O)c3ccc(NC(=O)c4nsc5ccccc45)cc3)CC2)c1C	10.1%	.	.	-5.2	.	.	10.2%
CCCN(CC1CCOC1)S(=O)(=O)c1ccc(OC)cc1 (configuration not stated)	-15.6%	2.0%	i	-4.0	0.3%	6.7%	4.0%
Cc1cc2c(cc1S(=O)(=O)N1CCC(C)CC1)OCC(=O)N2	6.1%	.	.	1.8	.	.	22.1%
CCN(C1CCOCC1)C1CN(C(=O)c2ccnn2C)C1	-6.5%	i	4.6%	0.3	i	-5.5%	-3.9%
CCOc1ccccc1CNC(=O)C1CCN(S(=O)(=O)c2c(C)noc2/C=C/c2ccccc2F)CC1	-0.8%	.	.	-1.0	.	.	-13.1%
Cc1noc(C)c1[S+](=O)([O-])N1CCN(Cc2ccccc2-c2ccccc2F)CC1	2.4%	?	i	-6.1	?	.	-14.9%
Cn1cnnc1-c1nn(C)c2c1CN(C(=O)c1n[nH]c3ccccc13)CC2	7.2%	-5.9%	2.9%	10.0	-14.2%	0.0%	-0.7%
Cc1ccc(C(=O)COC(=O)C(CC(C)C)NC(=O)C2CCC(C)CC2)cc1 (configuration not stated)	-7.9%	.	.	24.4	.	.	13.5%
Cc1ccc(NC(=O)C2CCN(c3cc(C(F)(F)F)ncn3)CC2)cc1F	2.6%	?	i	-9.3	?	3.9%	-27.7%
CCOc1ccc(C(=O)/C=C/c2cn(CC(O)CN3CCCCCC3)c3ccccc23)cc1 (configuration not stated)	1.3%	.	.	19.4	.	.	46.8%[activator]
Cc1c(Cl)cccc1NC(=O)c1ccc2c(c1)CCCN2S(C)(=O)=O	-5.6%	.	.	-15.2	.	.	86.1%[activator]
CC(=O)c1ccc(N2CCN(S(=O)(=O)c3ccc(-c4cc(C)no4)s3)CC2)cc1	2.6%	.	.	-0.7	.	.	-18.2%
CC(=O)c1cccc(NC(=O)CCc2nc3cccnc3n2Cc2cccs2)c1	-6.5%	.	.	-1.0	.	.	0.2%
CCN1CCN(Cc2ccc(NC(=O)c3ccc(C)c(/C=C/c4cnc5[nH]ccc5c4OC)c3)cc2C(F)(F)F)CC1	23.8µM*	.	1.1%	-39.3*	.	.	.
Cc1ncsc1CN1CC[C@@H]2C(=O)NCCCCCCN(Cc3ccncc3)[C@@H]2C1	0.0%	?	i	38.1	?	-3.8%	47.7%[activator]
COc1cccc(Cn2c(=O)c3ccnn3c3ccc(C(=O)NCCCN(C)C)cc32)c1	3.1%	39.8µM*	i	9.8	35.5µM*	5.6%	-11.6%
CCOC(=O)C1=C(C)N=C2SC=C(CC(=O)NC3CC3)N2C1c1cccc(OC)c1OC (configuration not stated)	-3.8%	-10.2%	i	0.1	-5.6%	5.1%	17.2%
CCN(C(=O)c1sc2nc3n(c(=O)c2c1C)CCCCC3)c1ccc(OC)cc1	8.6%	.	.	-5.4	.	.	-21.8%
CNC(=O)c1cc(C2CC2)nc2c1c(C1CCN(C(=O)c3cccnc3)C1)nn2C (configuration not stated)	.	-2.4%	.	6.5	-19.2%	.	.
CC(=O)Nc1ccc([S+](=O)([O-])N2CCCN(CCn3nc4n(c3=O)CCCC4)CC2)cc1	.	-3.3%	.	-1.2	-20.7%	.	.
COc1cc(Cl)ccc1C(=O)N1CC2CC(C1)[C@H]1CCCC(=O)N1C2 (some centres not stated)	3.7%	1.7%	0.4%	0.0	-5.9%	-9.6%	-8.2%
O=C(CCCc1ccccc1)Nc1ccnn1C1CCN(C(=O)CCN2CCCC2=O)CC1	-2.4%	0.8%	i	3.4	-1.8%	?	70.6%[activator]
Cc1cc(Cl)ccc1S(=O)(=O)N1C[C@@H](F)C[C@H]1C(=O)N1CCCCC1	-17.7%	-1.2%	i	1.7	-24.6%	6.4%	-17.2%
Clc1ccc(-c2cnc([C@@H]3COCCN3C3CCCCC3)[nH]2)s1	?	79.4µM*	-2.3%[88.5 µM]	5.2	79.4µM*	-0.8%[172 µM]	?
O=C(c1ccc(C(F)(F)F)cc1)N1CCn2c(nnc2-c2ccc(Cl)cc2)C1	5.1%	-18.6%	i	-4.1	-31.3%	.	14.3%
O=C(CC1CCCCC1)N1CCC2(CC1)CC(O)CCO2 (configuration not stated)	-16.7%	-4.4%	i	10.5	-7.3%	.	-7.7%
O=C1CCN(Cc2ccc(F)cc2F)CCCC(c2nc(-c3cnccn3)no2)CCN1 (configuration not stated)	-1.3%	?	i	21.5	?	1.2%	-12.1%
O=c1c2nc(-c3cccc(O)c3)ccc2ncn1-c1ccccc1	-6.6%[87.6 µM]	?	-25.1%[88.5 µM]	12.5	8.91µM*	70.8µM*	15.2%[87.6 µM]
O=S(=O)(c1ccccc1)N1CCCC(Cn2c(C3CC3)nc3cccnc32)C1 (configuration not stated)	-9.1%	?	?	0.9	?	10.3%	-18.1%
COCCCN1C(=O)CC(CC(=O)N2CCC(C(O)c3ccccc3)CC2)(c2ccccc2C)C1=O (configuration not stated)	-3.6%	?	1.2%	-3.5	i	4.2%	9.8%
Oc1ccccc1CN1CCOC[C@H]1c1ncc(-c2ccc(F)cc2)[nH]1	-6.4%[87.6 µM]	?	-11.4%[88.5 µM]	5.1	-28.9%[138 µM]	4.2%[172 µM]	24.5%[87.6 µM]
CCc1noc(-c2cn(C3CCCN(C(=O)COc4ccc(F)cc4)C3)nn2)n1 (configuration not stated)	-0.5%	-20.1%	-8.9%	-4.3	-24.1%	9.1%	-0.1%
CN1C(=O)CO[C@H](c2ccc(NC(=O)C(C)(C)C)cc2)[C@H]1CO	6.4%[87.6 µM]	-7.7%[172 µM]	-16.9%[88.5 µM]	-4.8	-12.9%[138 µM]	-7.1%[172 µM]	-5.3%[87.6 µM]
C[S+](=O)([O-])N1CC2(CCN(Cc3cccc(C(N)=O)c3)C2)Cc2ccccc21 (configuration not stated)	0.6%	-4.8%	i	-15.7	-1.9%	.	-0.8%
Cc1cc(C)n(-c2nnc(Nc3cc(Cl)ccc3C)c3ccccc23)n1	2.3%	.	.	-11.5	.	.	?
CN(Cc1nc(-c2cccnc2)no1)C(=O)CC1COCCN1 (configuration not stated)	1.9%	0.1%	-11.1%	-11.0	2.4%	0.8%	-1.5%

Reprinted at random: 2 compounds from above, in no set order.
SMILES	SNCA viab count	HEK cytotox	GPT2 inhibitor	IP6K1 inh	NIH3T3 tox	FLuc inh	SNCA expr inh
CCc1noc(-c2cn(C3CCCN(C(=O)COc4ccc(F)cc4)C3)nn2)n1 (configuration not stated)	-0.5%	-20.1%	-8.9%	-4.3	-24.1%	9.1%	-0.1%
Cc1cc(C)n(-c2nnc(Nc3cc(Cl)ccc3C)c3ccccc23)n1	2.3%	.	.	-11.5	.	.	?

Next part.
SMILES	SNCA viab count	HEK cytotox	GPT2 inhibitor	IP6K1 inh	NIH3T3 tox	FLuc inh	SNCA expr inh
O=C(NCc1ccccc1Cl)C(=O)NCC(c1ccco1)S(=O)(=O)c1cccs1 (configuration not stated)	1.8%	.	.	12.5	.	.	-7.8%
CCc1cccc(NC(=O)c2ccc3c(c2)N(C)C2CCCN2C3=O)c1 (configuration not stated)	7.0%[12.5 µM]	?	i	-4.1	?	25.1µM*	102.9%[activator]
O=C(NCc1ccccc1F)c1ccc2c(c1)CN(Cc1ccsc1)CCO2	-6.6%	?	2.0%	19.6	?	-4.9%	?
CC(C)(C)n1nnnc1C1CC2(CCOCC2)C(=O)N1CCc1nc2ccccc2[nH]1 (configuration not stated)	-2.1%	i	-4.8%	8.7	-11.6%	-4.4%	4.1%
Cc1cc(S(=O)(=O)N2CCCC2c2noc(COc3ccc(F)cc3)n2)ccc1F (configuration not stated)	-16.0%	?	2.6%	10.6	?	-0.2%	?
CC1(CCCCc2ccccc2)COc2ccc(C(=O)NC3CCC(O)CC3)cc2N1 (configuration not stated)	-5.9%[87.6 µM]	70.8µM*	-10.1%[88.5 µM]	7.6	79.4µM*	0.5%[172 µM]	?
CCOC(=O)c1ccc(NC(=O)C2CCN(C(=O)N3CC(C)Oc4ccc(C)cc43)CC2)cc1 (configuration not stated)	?	.	.	17.5	.	.	-14.2%
COc1ccc2nc(NC(=O)c3nc(SCc4cccc(C)c4)ncc3Cl)sc2c1	8.4%	.	.	5.3	.	.	?
Cc1ccc(S(=O)(=O)NC[C@H]2O[C@@H](CO)[C@@H](O)[C@H]2N2CCN(c3ncccn3)CC2)cc1	5.2%	-9.9%	-22.2%	16.1	-11.4%	-12.8%	23.4%
CCOC(=O)c1cc(C)n(CC(=O)N2CCCOCCNC(=O)CC2)c1C	6.9%	-12.4%	1.6%	5.2	-7.6%	0.6%	-3.9%
COc1ccc(CN2CCc3nc(N4CCOCC4)[nH]c(=O)c3CC2)cc1Br	?	4.3%	2.7%	14.0	-11.7%	-0.5%	?
CCc1ccc(C(=O)N2CCN(C(=O)c3nnn4c3COC(c3ccc(Cl)cc3)C4)CC2)cc1 (configuration not stated)	10.9%	?	2.7%	1.0	-15.6%	11.7%	-28.0%
NC(=O)c1cccc2[nH]c([C@H]3CCN(Cc4cccc(Cl)c4)C3)nc12	-24.6%[87.6 µM]	56.2µM*	i	13.8	?	-7.0%[172 µM]	-1.9%[87.6 µM]
CN(Cc1ccc(F)cc1)C(=O)C1CCCC1	5.3%[87.6 µM]	-20.6%[172 µM]	i	-0.1	?	2.5%[172 µM]	11.0%[87.6 µM]
COCC(=O)N[C@H]1CC(C)(C)[C@@H]2C[C@@](C)(O)CC[C@]12CCC(=O)N1CCN(c2ccccc2OC)CC1	-0.6%	-24.2%	-13.5%	11.6	-8.8%	-1.0%	11.7%
CS(=O)(=O)N1C[C@H]2CCN(C(=O)c3cc(F)ccc3Cl)C[C@H]21	-8.4%[12.5 µM]	3.8%	3.5%	2.8	2.3%	-0.8%	41.4%[activator]
CCN1CC2(CCN(C(=O)Cc3c(C)[nH]c4c(F)cccc34)CC2)OC1=O	1.6%	-19.3%	0.7%[11.5 µM]	-13.1	-26.8%	-3.3%	2.6%
CCn1nccc1C(=O)N1CCCC1c1cc(C)no1 (configuration not stated)	1.4%	1.8%	4.1%	0.4	3.9%	-9.5%	43.3%[activator]
COc1cc(Cl)c(NC(=O)C(NS(=O)(=O)c2cccs2)C(C)C)c(OC)c1 (configuration not stated)	9.6%	.	.	6.5	.	.	8.1%
C[C@]1(CO)C2CC[C@@H](O)[C@@H](CC(=O)N3CCC[C@H]3CO)[C@]2(C)CC[C@H]1OC(=O)Nc1cccc(F)c1 (some centres not stated)	-23.3%	i	2.4%	-3.4	-2.3%	1.9%	?
COc1ccc(C(CC(=O)Nc2ccc(F)c(Cl)c2)N2Cc3ccccc3C2=O)cc1OC (configuration not stated)	-6.6%	.	.	-5.1	.	.	0.3%
Cc1ccc(-c2ncc(NC(=O)c3cc(F)ccc3F)cn2)cc1	1.7%	1.7%	-13.9%	0.6	2.3%	?	86.5%[activator]
CCCCCNC(=O)c1ccc(-c2ccc(OC)nn2)cc1	.	-19.4%[172 µM]	.	1.7	-21.1%[138 µM]	.	.
